Compound activity: PubChem, National Center for Advancing Translational Sciences (NCATS)
AMA1 RON2 block – inhibitors of Plasmodium falciparum AMA1-RON2 interaction; AlphaScreen AMA1-biotinylated RON2 peptide binding; Potency, µM (series often up to 58.2 µM), for the others: at the highest dose activity change, negative = inhibition, actives largely listed as inhibitors; 360,000 compounds, 0.2% hits; AID 720542;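 note: potency is the fitted concentration of half-maximal effect; 0% = vehicle wells and -100% = peptide control; nearly all actives have a fitted effect of over 45% in size; some results filed as inactive show a strong effect at the top dose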
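AMA1 (3D7) with his tag at 25 nM final met compounds first, then biotinylated RON2 peptide at 25 nM; detection used donor plus acceptor beads, 10 µg/mL apiece, read by AlphaScreen after 30 min at room temperature.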
HCMV inh – inhibitors of human cytomegalovirus; HFF cells, HCMV-luciferase reporter, 72 h; active compounds read low; AID 1259415; 410,000 compounds, 4.5% hits; activity change, negative = inhibition, % at 57.5 µM; in the data active = activity change below about -60%; inconclusive = no clear call, values can overlap the other calls; inactive = above about -39%
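HFF cells seeded 16 h at 37C, treated with compounds, infected with luciferase-reporter HCMV at MOI 1 PFU/cell; luciferase read at 72 h post infection, normalized to buffer-only and Salinomycin controls.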
HCV inhibitor – blocks hepatitis C virus; Huh7.5.1 HCVcc-Cre infection, luciferase reporter, 44 h; Potency, µM (doses to about 41.8 µM), for the others: at the top dose activity change, negative = inhibition, actives largely listed as inhibitors; 340,000 compounds, 3.4% hits; AID 651820; note: potency is the fitted concentration of half-maximal effect
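HCVcc-Cre virus at an moi near 0.5 was added right after compound to cells cultured 4 h from seeding (1,000 cells/well). Luciferase activity was determined 44 h later, 15 min after substrate addition at RT.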
LmPK inhibitor – LmPK (Leishmania mexicana) enzyme inhibition | Q27686 | purified LmPK, Kinase-Glo ATP luminescence, 1 h | Potency, µM (doses to about 57.5 µM), for inactives: at the top dose activity change, negative = inhibition, hits mostly inhibitors | 290,000 compounds, 0.37% hits | AID 1721; note: potency is the fitted concentration of half-maximal effect
Target sequence (Q27686 whole entry, looked up): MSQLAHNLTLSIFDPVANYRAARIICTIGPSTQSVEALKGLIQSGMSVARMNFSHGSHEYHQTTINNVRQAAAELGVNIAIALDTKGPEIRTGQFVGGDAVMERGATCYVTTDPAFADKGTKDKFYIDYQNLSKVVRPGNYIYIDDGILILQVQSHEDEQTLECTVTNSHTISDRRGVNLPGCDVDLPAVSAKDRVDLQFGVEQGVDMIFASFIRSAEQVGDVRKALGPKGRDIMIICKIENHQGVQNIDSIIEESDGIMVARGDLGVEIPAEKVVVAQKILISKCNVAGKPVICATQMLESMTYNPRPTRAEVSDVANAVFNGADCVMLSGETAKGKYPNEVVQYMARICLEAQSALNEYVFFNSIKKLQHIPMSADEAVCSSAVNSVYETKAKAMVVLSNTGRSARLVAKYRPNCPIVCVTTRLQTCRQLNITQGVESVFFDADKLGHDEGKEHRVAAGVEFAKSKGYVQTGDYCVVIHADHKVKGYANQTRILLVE
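Screened at intermediate enzyme activity to detect both inhibitors and activators: LmPK at 0.1 nM, with a 0.5 nM enzyme column as activation reference. PEP 0.5 mM, ADP 0.1 mM; ATP detected by luminescence after 1 h.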
TbPYK inhibitor – inhibitors of Trypanosoma brucei pyruvate kinase | Q57TT1 | TbPYK enzyme, Kinase-Glo Plus ATP luminescence, 45 min | Potency, µM (doses to about 76.8 µM), inactives show top-dose activity, negative = inhibition, usual class: inhibitors | 410,000 compounds, 0.12% hits; note: potency is the fitted concentration of half-maximal effect; nearly all actives have a fitted effect of over 50% in size
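Assay buffer: 50 mM TEA pH 7.2, 100 mM KCl, 10 mM MgCl2, 0.05% BSA, 0.01% Tween-20. Pyruvate kinase from T. brucei plus substrate met compound, then ADP (130 uM final). Luminescence was read post 45 min RT.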
AmpC inh detg – AmpC beta-lactamase inhibition with detergent present | P00811 | AID 485294 | AmpC hydrolysis of nitrocefin, absorbance 480 nm, 0.01% Triton | 370,000 compounds, 0.041% hits | Potency, µM (highest dose often 114 µM), without a hit: top-dose activity change, negative = inhibition, most hits filed as inhibitors;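 note: potency is the fitted concentration of half-maximal effect; 0% = no-compound wells and -100% = no-enzyme wells; nearly all actives have a fitted effect of over 25% in size; some results filed as inactive show a strong effect at the top dose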
Target sequence (P00811 whole entry, looked up): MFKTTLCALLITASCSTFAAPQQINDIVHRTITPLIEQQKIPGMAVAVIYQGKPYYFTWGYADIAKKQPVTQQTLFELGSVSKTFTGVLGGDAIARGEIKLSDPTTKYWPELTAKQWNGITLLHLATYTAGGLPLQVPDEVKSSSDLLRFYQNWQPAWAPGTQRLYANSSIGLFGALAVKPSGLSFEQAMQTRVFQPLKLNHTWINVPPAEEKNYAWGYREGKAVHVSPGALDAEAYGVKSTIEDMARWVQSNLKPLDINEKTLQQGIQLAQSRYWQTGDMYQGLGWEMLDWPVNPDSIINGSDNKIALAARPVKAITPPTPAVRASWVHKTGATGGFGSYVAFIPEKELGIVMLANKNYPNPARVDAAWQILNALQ
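AmpC (5.3 nM in the dispensed reagent) in 20 mM phosphate pH 7.0 with 0.01% (detergent screen) or 0.0001% Triton X-100 was preincubated with compounds for 15 min at room temperature. Nitrocefin was then added from an 800 uM solution, and hydrolysis was followed at 480 nm.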
AmpC no deterg – inhibitors of E. coli AmpC beta-lactamase without detergent. P00811. AmpC nitrocefin hydrolysis, absorbance 480 nm, 0.0001% Triton. Potency, µM (series often up to 57.1 µM), inactives show at the highest dose activity change, negative = inhibition, most hits filed as inhibitors. 330,000 compounds, 0.52% hits. AID 485341;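 note: potency is the fitted concentration of half-maximal effect; plate controls were no compound for no effect and no enzyme for full effect; nearly all actives have a fitted effect of over 20% in size; some results filed as inactive show a strong effect at the top dose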
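20 mM phosphate pH 7.0 + 0.01% (detergent screen) or 0.0001% Triton X-100; 5.3 nM AmpC reagent; cpd preinc 15 min RT; nitrocefin (800 uM stock) to start; A480 q20 s × 4 min; Activity was normalised to no-enzyme and no-compound control wells.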
* hit, by the source's call; ? = inconclusive; . = no result given; [ ] = another dose, or the depositor's remark. Unless noted, calls come from the whole dose curve; as a rule, active = well fitted curve in the direction sought with a large enough effect; inconclusive = small, poorly fitted or top-dose-only effect, or another doubt; inactive = no such curve, though single readings can be large; an effect the other way counts as inactive or inconclusive. Unless noted, % is set by controls: 0 for no effect and ±100 for the full control effect.

SMILES	AMA1 RON2 block	HCMV inh	HCV inhibitor	LmPK inhibitor	TbPYK inhibitor	AmpC inh detg	AmpC no deterg
Cc1cc(=O)oc2cc(OCc3ccc(C(=O)N4CCN(c5ccc([N+](=O)[O-])cc5)CC4)cc3)ccc12	-7%	-36	-30%	-2%	0%	-9%	-17%
COc1ccc(NC(=O)C2CCCN2C(=O)OCc2ccccc2)c(OC)c1 (configuration not stated)	-3%	-12	-13%	-1%	4%	0%	3%
CC1CCN(CC(O)COc2cccc(F)c2)CC1 (configuration not stated)	3%	-25	-4%	-2%	-6%	?	-9%
CCOc1ccc(N(CC)S(=O)(=O)N2CCCC(C(=O)NCc3ccccc3OCC)C2)cc1 (configuration not stated)	.	-7	.	.	1%	13%	.
O=C(Cc1ccccc1)NNc1c2ccccc2nc2ccccc12	4%	-67*	?	0%	-16%	6%	-33%
CC(=O)Nc1ccc(OCc2cc(=O)n3ccccc3n2)cc1	.	35	.	.	-9%	25%	.
O=C(Nc1ccc2c(c1)C(=O)NC2=O)c1ccc2ncsc2c1	29%	18	9%	-1%	0%	2%	-11%
Cc1cc(N)n(Cc2ccc(Cl)cc2)n1	-20%	16	4%	-9%	3%	-7%	1%
COCC(C)NC(=O)C(C)Oc1ccccc1 (configuration not stated)	-4%	-15	16%	0%	0%	?	-17%
O=C(NCc1ccco1)NC12CC3CC(CC(C3)C1)C2	-3%	-1	7%	-13%	-1%	-1%	-20%
Cc1cccc(N(C(=O)CNC(=O)c2ccco2)C(C(=O)NC2CCCCC2)c2cccnc2)c1 (configuration not stated)	-1%	-16	22%	0%	4%	-4%	-4%
COc1cc(OC)cc(-c2c(-c3cccs3)c3cc(-c4ccc(N(C)C)nc4)ccc3n2C)c1	-13%	-26	?	.	0%	-9%	-16%
Cc1ccc(NC(=O)c2ccc(S(=O)(=O)N3CCOCC3)cc2)nc1	7%	-24	10%	-2%	-1%	3%	3%
COc1cccc(NC(=O)CN(C)C(=O)c2cccc(NS(=O)(=O)c3ccccc3)c2)c1	8%	-18	-1%	.	8%	?	-32%
Cc1ccc([C@H]2C(C(=O)O)=CC[C@@H](c3cccs3)N2S(=O)(=O)c2ccc(C)cc2)cc1	8%	-9	67%[activator]	.	0%	.	-10%
CC(Sc1nc(-c2ccccc2)c(-c2ccccc2)[nH]1)C(=O)NCC1CCCO1 (configuration not stated)	36%[activator]	3	.	.	-6%	.	.
CCC(C)NC(=O)c1ccc2c(c1)N(Cc1ccccc1)C(=O)c1ccccc1S2(=O)=O (configuration not stated)	.	-15	.	.	1%	0%	.
C[C@@H]1CN([C@H](C)CO)C(=O)c2cc(NC(=O)Nc3ccc(F)cc3)ccc2O[C@@H](C)CCCCO[C@H]1CN(C)S(=O)(=O)c1cccs1	-1%	-21	.	.	0%	.	.
COCCCNC(=O)CCc1c(C)nc2cc(-c3ccc(Cl)cc3)nn2c1C	.	-21	.	.	0%	-15%	.
C=CCNC(=O)CN1CCC(n2c(C)nc3cc(C(F)(F)F)ccc32)CC1	0%	0	6%	0%	-3%	-12%	124%[activator]
CCC(CC)NC(=O)c1cc(OC)c(OC)cc1[N+](=O)[O-]	-4%	-32	24%	3%	-6%	2%	-3%
COc1cccc(C2NC(=O)NC(C)=C2C(=O)Nc2ccc(C)cc2)c1 (configuration not stated)	-5%	0	20%	-1%	1%	-21%	36%
O=C(O)CCCNC(=O)CCCn1nnc2ccccc2c1=O	13%	-1	8%	-1%	0%	1%	-23%
CCN(Cc1ccccc1)S(=O)(=O)c1cc(C(=O)O)ccc1OC	3%	-30	0%	0%	-1%	-12%	-22%
CN(C)CCCNc1ncc(C(F)(F)F)cc1Cl	15%	-15	7%	1%	-6%	-6%	-9%
Cc1cccc(-n2c(/C=C/c3cn(C)c4ccccc34)nc3ccccc3c2=O)c1	.	19	.	.	-7%	14%	.
CC(C)N1CCC(n2nccc2NC(=O)c2ccc3c(c2)OCO3)CC1	5%	18	.	3%	5%	?	-34%
Cn1c(=O)c2c(-c3ccc(Cl)cc3)n(Cc3ccc(Cl)cc3)cc2n(C)c1=O	.	1	.	.	2%	5%	.
Cc1[nH]c(=O)c(C#N)c(C)c1Cl	13%	5	26%	-2%	1%	5%	-14%
COc1ccc2cc(-c3nc4ccc(C(=O)O)cc4[nH]3)c(=O)oc2c1	.	-16	.	.	-6%	-1%	.
CCOC(=O)C1=C(COC(=O)/C=C/c2ccc(OC)cc2)NC(=O)NC1C (configuration not stated)	0%	-5	3.2µM*	.	-3%	0%	-10%
CCc1ccc(S(=O)(=O)c2cn(CC)c3cc(N4CCOCC4)c(F)cc3c2=O)cc1	.	-5	.	.	-2%	15%	.
CCCC1C(C(=O)OCC)=C(C)NC(C)=C1C(=O)OCC	5%	9	-4%	-1%	4%	-2%	44%
Cc1c(C(=O)OCC(=O)NCCN2C(=O)CSC2=O)cccc1[N+](=O)[O-]	-5%	15	5%	.	0%	0%	-10%
COc1ccc(CSc2nnc3n(C)c(=O)c4c5c(sc4n23)CCCC5)cc1	.	.	.	8%	.	-11%	-1%
CCC/C(O)=C1\C(=O)CCCC1=NCCCCCC(=O)O	-1%	2	16%	-2%	-4%	1%	-2%

The last two compounds of the section above are carried over, then new ones follow.
SMILES	AMA1 RON2 block	HCMV inh	HCV inhibitor	LmPK inhibitor	TbPYK inhibitor	AmpC inh detg	AmpC no deterg
COc1ccc(CSc2nnc3n(C)c(=O)c4c5c(sc4n23)CCCC5)cc1	.	.	.	8%	.	-11%	-1%
CCC/C(O)=C1\C(=O)CCCC1=NCCCCCC(=O)O	-1%	2	16%	-2%	-4%	1%	-2%
CCCCN(CC)CCCNC(=O)c1cn(CC)c2ccc(S(=O)(=O)N3CCOCC3)cc2c1=O	.	-4	.	.	2%	2%	.
COc1cc(C)ccc1OCCSc1nc2ccc(NC(C)=O)cc2s1	.	-22	.	.	-1%	-1%	.
CC(=O)N(C)c1ccc(N=Nc2ccc3ncccc3c2)cc1	-6%	30	-27%	.	9%	.	.
Nc1cccc2nsnc12	-8%	24	-17%	-6%	0%	0%	1%
O=C(NCC1CCCO1)C(=Cc1cccc([N+](=O)[O-])c1)C(=O)NCC1CCCO1 (configuration not stated)	27%	-99*	?	1%	9%	-6%	-17%
COC(=O)CN1C(=O)CSc2ccc(S(=O)(=O)Nc3c(C)cc(C)cc3C)cc21	.	-4	.	.	5%	7%	.
C/C=C1\COC(C(=O)NCCCN2CCCC2=O)(C(F)(F)F)C=C1C=C(C)C (configuration not stated)	12%	-9	21%[8.37 µM]	.	-16%	.	.
CCOCCCNC(=O)C(c1ccc(Cl)cc1)N1CCC2(CC1)OCCO2 (configuration not stated)	10%	14	21%	1%	-11%	-5%	22%
CCOc1ccc(CNC(=O)C2CCN(S(=O)(=O)c3ccc4c(ccn4C)c3)CC2)cc1	.	-3	.	.	-3%	-1%	.
O=C(Oc1ccc2c3c(c(=O)oc2c1)CCCC3)c1ccco1	16%	50	9%	6%	-1%	-14%	-32%
COc1ccc(S(=O)(=O)N2CCCC2)cc1C(C)C	7%	45	3%	1%	3%	1%	0%
C[C@@H]1CN([C@@H](C)CO)C(=O)CCCn2nncc2CO[C@@H]1CN(C)S(=O)(=O)c1cccc(F)c1	22%	22	.	.	-11%	.	.
FC(F)Oc1ccc(NC(=S)NCc2ccccc2)cc1Cl	10%	?	13µM*	2%	-1%	-7%	-35%
Cc1ccccc1NC(=O)CSc1nc(N)c2c3c(sc2n1)CSC(C)(C)C3	-15%	?	?	-2%	-3%	?	16µM*
Cc1cccc(NC(=O)C2CCCN(S(=O)(=O)c3c(C)[nH]c(=O)[nH]c3=O)C2)c1C (configuration not stated)	.	3	.	.	0%	-4%	.
O=C(CSc1cccc2cccnc12)OCC(=O)c1ccccc1	21%	62	4%	2%	-22%	?	-1%
COc1ccc(CN2C(=O)C(CC(=O)NCc3cccc4ccccc34)CC(C(=O)N(C)C)=C2C)cc1 (configuration not stated)	3%	27	.	.	-7%	.	.
CC1CCCN(C(=O)CN(C)S(=O)(=O)c2ccc3c(c2)c(=O)n(C)c(=O)n3C)C1 (configuration not stated)	0%	-21	?	4%	8%	-1%	18%
CCc1nnc(SCC(=O)NCCC2=CCCCC2)nc1CC	1%	-15	-2%	6%	-1%	3%	8%
CCc1ccc(NC(=O)CCS(=O)(=O)c2ccc3c(c2)oc(=O)n3C)cc1	.	-6	.	.	-1%	6%	.
Cc1ccccc1Cc1c(C)nc2ncnn2c1C	21%	16	14%	0%	-1%	0%	-2%
Cc1cc(C)nc(N2CCCC(CCC(=O)NCc3ccc(F)c(F)c3)C2)n1 (configuration not stated)	23%	-33	?	2%	2%	-7%	29%
Cc1ccc(-n2c(C)nn(CC#N)c2=O)cc1	6%	4	13%	1%	1%	?	-7%
CN(Cc1ccccc1)c1ccc([N+](=O)[O-])cc1C(=O)O	11%	-2	-2%	1%	3%	-12%	-38%
O=C(Nc1ccc(S(=O)(=O)N2CCOCC2)cc1)c1cccc(Br)c1	8%	-23	0%	6%	3%	-6%	-21%
Cc1ccc(-c2nc3cccnc3s2)cc1NC(=O)Cc1ccccc1	.	52	.	.	4%	-7%	.
COc1cc(Cl)c(C)cc1NC(=O)Cn1c2ncccc2c(=O)n1-c1ccccc1	.	9	.	.	2%	-6%	.
COCC(C)NC(=O)c1cnn2c(C(F)F)cc(-c3ccccc3)nc12 (configuration not stated)	.	?	.	.	-5%	23%	.
CN(CCO)CCC(=O)NC1(C)CS(=O)(=O)CC1S(=O)(=O)O (configuration not stated)	6%	7	13%	-4%	1%	-5%	-10%
Cc1cc(NC(=O)CSc2nc3c(cc2C#N)CCCCC3)no1	9%	114	-23%	2%	3%	1%	-28%
CCc1cccc(C)c1Nc1c(-c2ccc(N3CCOCC3)cc2)nc2ncccn12	.	-2	.	.	-13%	0%	.
N#CCCN1CCn2c1nc1ccccc12	-7%	72	-5%	-1%	1%	3%	0%

Single records, from the list above.
Entry for CCc1cccc(C)c1Nc1c(-c2ccc(N3CCOCC3)cc2)nc2ncccn12 : AMA1 RON2 block = .; HCMV inh = -2; HCV inhibitor = .; LmPK inhibitor = .; TbPYK inhibitor = -13%; AmpC inh detg = 0%; AmpC no deterg = .
Entry for O=C(Nc1ccc(S(=O)(=O)N2CCOCC2)cc1)c1cccc(Br)c1 : AMA1 RON2 block = 8%; HCMV inh = -23; HCV inhibitor = 0%; LmPK inhibitor = 6%; TbPYK inhibitor = 3%; AmpC inh detg = -6%; AmpC no deterg = -21%
